IEC-6 tox: IEC-6 cytotoxicity, counter-screen for KLF5 inhibitors. 0.78% of 290,000 active. inhibition, % at 5 µM. luminescence viability; in the data active means inhibition above about 22%;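 further: 0% = plate median of test compound wells and 100% = cytotoxic reference compound wells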
HDAC3 inh: blocks human histone deacetylase 3; recombinant HDAC3, fluorogenic peptide/trypsin coupled, fluorescence; 0.15% of 320,000 active; O15379; inhibition, % at 8.3 µM; in the data active means inhibition above about 26%, passing the limit was not always enough; inconclusive means no clear call, values can overlap the other calls
Target sequence (O15379 whole entry, looked up): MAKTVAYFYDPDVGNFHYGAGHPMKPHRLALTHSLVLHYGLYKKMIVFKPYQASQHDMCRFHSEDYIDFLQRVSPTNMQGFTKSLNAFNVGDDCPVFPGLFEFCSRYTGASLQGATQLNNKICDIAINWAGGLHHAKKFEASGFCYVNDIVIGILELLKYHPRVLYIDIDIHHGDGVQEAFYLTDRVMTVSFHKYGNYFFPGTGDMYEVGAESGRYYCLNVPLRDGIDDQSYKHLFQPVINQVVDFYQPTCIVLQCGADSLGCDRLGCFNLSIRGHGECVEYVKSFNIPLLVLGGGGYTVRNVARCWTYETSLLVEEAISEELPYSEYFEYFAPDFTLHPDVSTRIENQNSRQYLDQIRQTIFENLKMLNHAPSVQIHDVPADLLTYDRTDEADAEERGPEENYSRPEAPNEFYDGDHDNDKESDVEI
HSF1 activator: increases HSF-1 driven luciferase reporter signal. 1.7% of 300,000 active. AID 504408. activation, % at 9 µM. NIH3T3-HGL HSF-1 luciferase reporter, MG132, 8 h; 100% = twice DMSO control signal;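 active means mean replicate activation of at least 50% with a set share of replicates each reaching 50%; inconclusive means only one of those two conditions met; inactive means mean below 50% and too few replicates reaching it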;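 further: 0% = median of the neutral control wells and 100% = twice that signal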
HSF1 inh: HSF1 inhibition. activity change, negative = inhibition, % at 7.5 µM (by protocol). 0.77% of 300,000 active. AID 2098. NIH3T3-HGL HSE-luciferase, MG132-induced, luminescence 8 h; stronger effect = lower value;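 active means more than half of replicate wells show activity change below -50%, luminescence cut by over half; inconclusive means some wells, but at most half, below -50%; inactive means no replicate well below -50%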;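 further: luciferase reports HSF-1 transcriptional activity via heat shock element; 0% = median of DMSO wells and -100% = zero luminescence signal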
KLF5 inhibitor: suppresses KLF5 promoter-driven expression; DLD-1 KLF5 promoter-luciferase reporter, luminescence; AID 1700; inhibition, % at 5 µM; 0.23% of 290,000 active;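 active means inhibition above a per-plate limit of that plate's mean compound inhibition plus 3 SD, cut at about 60% in these data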;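 further: 0% = DMSO wells and 100% = LY294002 at 200 µM; higher means less KLF5 promoter-driven luciferase light; inactives centre near -14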
HIF act: HIF pathway transcriptional activation; U2OS HRE-luciferase reporter, luminescence; normalized: DMSO 0%, desferrioxamine 100%; activation, % at 7.5 µM (by protocol); 0.32% of 300,000 active;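 active means mean activation of at least 10% of the iron chelator positive control signal, with at least half of replicates also reaching 10%; inconclusive means mean and replicate majority disagree about reaching 10%; inactive means mean and most replicates under 10%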
HSP90 inh: inhibitors of HSP90 luciferase refolding in rabbit reticulocyte lysate. inhibition, % at 5.6 µM. 0.91% of 290,000 active. luciferase refolding luminescence, 3 h;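 active means inhibition above the screen-wide mean plus 3 SD, computed separately per campaign, cut at about 16% in these data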;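 further: 0% = DMSO wells and 100% = 60 µM geldanamycin wells; inhibitors lower the luminescence because luciferase stays unfolded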
Platelet DG rel: platelet dense granule release activity; human platelet-rich plasma, SFLLRN dense granule ATP release, luminescence; inhibition, %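 (compounds screened at 7.5 µM in platelet-rich plasma)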; 0.22% of 300,000 active; AID 1663;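 active means mean replicate score, as percent of positive control, at or above 50; inconclusive means mean below 50 but at least one replicate at or above 50; inactive means mean and every replicate below 50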
AI-2 QS mod: modulates the Vibrio harveyi AI-2 quorum sensing system. Vibrio harveyi JMH597 AI-2 luminescence/OD600 ratio, 9 h; stronger effect = lower value; strain lacks LuxN and CqsS sensors; 0 = neutral-control median. activity change, % at 7.5 µM. 0.4% of 300,000 active. AID 2094; in the data active means activity change below about -75%, passing the limit was not always enough; inconclusive means no clear call, values can overlap the other calls;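 further: luminescence divided by OD600 gain over 9 h not by final OD600 alone; inactives centre near 13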
aSyn UTR inh: MLPCN primary screen, SNCA 5' untranslated region. AID 1813. alpha-synuclein 5'UTR reporter, inhibitor activity. 0.82% of 300,000 active. inhibition, % (tested at 7.5 µM); in the data active means inhibition above about 60%; inconclusive means no clear call, values can overlap the other calls;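 further: H4 neuroglioblastoma cells stably carrying SNCA 5'UTR luciferase fusion; 0% = DMSO wells and 100% = positive control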
Numbers without * were called inactive; ? = inconclusive; . = not tested or not shown.

SMILES	IEC-6 tox	HDAC3 inh	HSF1 activator	HSF1 inh	KLF5 inhibitor	HIF act	HSP90 inh	Platelet DG rel	AI-2 QS mod	aSyn UTR inh
Fc1cccc2sc(Nc3nc4cc5c(cc4s3)OCO5)nc12	2.8	2.3	36.3	21.9	-31.9	2.0	-2.8	5.7	6.2	-222.1
Cc1ccccc1CSc1nn2c(=O)c(C)nnc2s1	-3.7	-0.9	-17.7	-6.1	-8.3	0.0	1.0	-1.3	8.5	-0.1
CCN(C(=O)/C=C/c1ccc2c(c1)OCO2)c1ccccc1	6.5	0.6	7.6	5.1	-2.9	0.2	-2.5	12.0	18.4	-11.6
CC(Nc1nc(N2CCNCC2)nc2ccccc12)c1ccccc1 (centres undefined)	4.3	-24.2	-19.3	-3.1	-2.0	-0.2	3.0	-1.9	0.6	8.9
COc1cc(CC(=O)NCC2CCCCC2)cc(OC)c1OC	-1.7	.	19.7	-3.4	-19.1	-0.2	-0.5	-3.9	13.0	10.6
CCNc1nc(NCC)n2c(SC(C(=O)Nc3cc(Cl)cc(Cl)c3)c3ccccc3)nnc2n1 (centres undefined)	-0.1	0.1	-10.7	1.4	8.4	-36.4	-4.4	0.3	36.5	8.8
COc1ccc(NC(=O)C2CCC(N3C(=O)C4CCCCC4C3=O)CC2)cc1 (centres undefined)	0.0	5.4	7.0	-5.0	-25.8	1.1	-2.2	0.2	7.4	-6.4
Cc1cc(C)c(S(=O)(=O)/N=C2\C=C(NS(=O)(=O)c3ccccc3)C(=O)c3ccccc32)c(C)c1	2.1	-8.8	29.6	11.4	0.8	-0.2	-4.7	6.5	25.9	34.2
O=C(Oc1ccc(Br)cc1)c1n[nH]c(=O)c2ccccc12	5.7	-9.7	15.6	-0.6	13.5	0.1	3.5	-1.7	12.6	-9.8
Cc1ccc(NC(=O)COC(=O)Cc2csc(-c3ccc(Cl)cc3)n2)cc1C	-7.3	-4.3	.	.	-25.4	.	-0.9	.	.	.
COC(=O)C1CCN(C(=O)COC(=O)C2CCN(S(=O)(=O)c3ccc(C)c(C)c3)CC2)CC1	.	-1.0	-1.6	-2.9	.	-0.2	.	-4.9	9.4	-1.7
Cc1cc2cc(CNC(=O)Cc3ccc([N+](=O)[O-])cc3)ccc2n1C	-5.4	5.5	2.2	-4.5	-34.1	-0.9	0.9	-6.4	8.1	-2.3
COc1cc(OC)cc(C(=O)OCc2cc3ccccc3[nH]c2=O)c1	0.2	0.4	0.6	-0.9	2.5	1.7	1.2	-1.1	23.7	19.0
O=C(N/N=C/c1ccc(Br)cc1)c1cc[n+]([O-])cc1	3.4	7.3	0.6	3.4	-7.7	-0.1	-3.8	-1.4	7.1	-15.1
CC12CCC(C(=O)N3CCN(c4ccccc4)CC3)(CC1=O)C2(C)C (centres undefined)	-4.8	-18.4	18.2	-1.4	-9.6	-0.3	-3.0	5.7	0.9	-1.8
CC(C)(C)c1ccc(C(=O)NC2CCN(Cc3ccccc3)CC2)cc1	2.8	5.3	-5.8	1.0	-23.0	-0.6	4.0	-0.1	19.7	-12.6
Cc1cccc(/C=C2/SC(=O)N(Cc3ccccc3)C2=O)n1	0.3	-3.6	4.3	-2.2	-40.1	0.0	-2.7	-2.8	7.0	-23.5
COC(=O)Cc1c(C)c2ccc(O)c(CNCc3ccc(OC)c(OC)c3)c2oc1=O	2.0	-266.0	-11.2	-1.4	-7.5	0.0	2.5	-1.6	12.1	8.1
COC(=O)c1ccccc1NCCO	-3.1	-33.2	13.0	-2.0	-13.9	0.0	1.6	4.7	3.4	0.9
O=C(Oc1ccc(Br)cc1C(=O)/C=C/c1ccccc1F)c1ccco1	1.3	.	6.8	5.3	-1.9	0.9	4.1	-1.6	-10.3	-30.7
O=C(O)/C=C/c1cn(-c2ccccc2)nc1-c1cccs1	7.8	.	37.2	7.5	-33.0	1.5	1.3	0.9	15.9	-8.1
O=C(Cn1cccc1C(=O)c1ccccc1)NCc1cccnc1	2.9	-3.6	-7.2	-7.5	8.7	-0.1	1.1	4.9	22.6	-12.8
Cc1cccc(C)c1NC(=O)C(NC=O)c1ccc(N(C)C)cc1 (centres undefined)	2.6	-4.8	9.2	-5.5	1.4	-0.1	2.3	-11.3	18.6	15.0
CC(Nc1nc(-c2ccc(F)cc2)cs1)c1nc2cc(Cl)c(Cl)cc2n1CCCO (centres undefined)	.	-6.3	-3.9	16.0	.	0.1	.	10.4	7.1	6.4
CCC(=O)Nc1ccc(C=C(C(C)=O)C(C)=O)cc1	-5.5	?	14.2	8.5	15.7	-0.7	1.3	-8.6	-0.1	-6.1
Remaining list, next part.
SMILES	IEC-6 tox	HDAC3 inh	HSF1 activator	HSF1 inh	KLF5 inhibitor	HIF act	HSP90 inh	Platelet DG rel	AI-2 QS mod	aSyn UTR inh
Fc1ccccc1-c1nc(-c2ccc(Br)o2)no1	2.8	0.3	45.4	37.2	-136.7	1.6	3.6	8.3	3.9	-73.8
Cc1cccc(N2CCN(C(=O)C3CCN(S(=O)(=O)N4CCOCC4)CC3)CC2)c1C	-1.0	1.9	-5.0	-11.8	-21.1	0.9	-6.0	-2.5	10.2	0.6
Cc1cc(Nc2ccc(C)c(C)c2)c2ccccc2n1	3.7	-5.0	-6.0	-7.7	-18.9	0.9	2.6	12.8	20.0	22.3
Cc1cccc(CN2CCN(CC(=O)NCCCN3CCN(c4ccc(F)cc4)CC3)C2=O)c1	-3.7	-2.1	14.0	-0.7	-15.6	-0.2	2.3	-7.3	43.2	14.8
COc1ccc(C(=O)c2c3ccccc3[n+]([O-])n2CCC(N)=O)cc1	.	-7.8	8.2	4.5	.	1.5	.	-5.9	9.6	-1.8
O=C(CNS(=O)(=O)c1ccc(F)cc1)N1CCN(c2ccccc2)CC1	2.8	.	-3.8	-3.6	2.4	0.1	3.5	-4.3	3.3	-48.1
Cc1occc1C(=O)N1CCN(C(c2ccccc2)c2ccccc2)CC1	0.7	-1.4	0.2	1.1	-20.1	0.1	1.3	0.9	24.5	2.4
Cc1cc(C(=O)N2CCCC(N3CCN(c4cccc(C(F)(F)F)c4)CC3)C2)n[nH]1 (centres undefined)	5.9	-1.9	-15.6	-1.6	-18.2	0.0	4.2	-8.1	18.8	-1.6
COc1ccccc1N1CCN(C(=O)c2cc(C3CC3)on2)CC1	-3.2	?	7.9	-3.3	-9.7	0.2	-0.8	1.5	3.1	-8.0
O=C(CN1C(=O)C2C3C=CC(C3)C2C1=O)Nc1cccc(S(=O)(=O)N2CCCC2)c1 (centres undefined)	-8.0	1.6	2.5	-5.7	-12.8	-0.1	-5.2	0.9	32.9	-10.3
CC(=O)C1=C(O)C(=O)N(c2ccc(S(=O)(=O)Nc3nccs3)cc2)C1c1ccc([N+](=O)[O-])cc1 (centres undefined)	0.6	8.0	9.0	-1.1	-21.6	0.2	4.2	3.4	36.3	5.5
C=C(C)CSc1nnc([C@@H]2CCCN2C(=O)OC(C)(C)C)o1	-2.4	5.8	7.9	-0.9	-11.5	0.1	0.1	-19.0	10.4	-2.4
CC1=C(C(=O)Nc2ccccc2)C(c2ccccn2)n2ncnc2N1 (centres undefined)	-9.3	-1.3	-2.2	-2.5	5.7	-0.7	-0.2	2.1	19.1	-19.4
COc1ccc(N2CCN(C(=O)COC(=O)c3cccc(S(=O)(=O)Nc4ccccc4OC)c3)CC2)cc1	.	3.7	5.5	1.4	.	0.4	.	-3.5	12.3	20.4
Cc1cc(Cl)ccc1OCC(=O)Nc1ccccc1NS(=O)(=O)c1cccs1	3.6	-5.4	-2.9	-4.1	-26.6	0.6	0.3	-3.4	7.5	0.8
CN(C)c1ccc(-c2noc(C3CCN(C(=O)Nc4ccc(Cl)cc4)CC3)n2)cc1	0.3	3.2	-57.5	-45.7	-18.4	1.2	13.4	2.5	16.8	13.3
CCOC(=O)C1(Cc2ccc(OC)cc2)CCN(C(=O)CCn2cccn2)CC1	-1.8	3.5	9.8	1.3	-28.3	0.9	-4.6	3.7	27.3	-17.1
CC(=O)c1cccc(S(=O)(=O)NCC(C)(C)N2CCOCC2)c1	-0.2	-3.8	-7.7	-10.8	-11.1	-0.7	1.0	-2.2	6.3	16.7
COc1ccc(/C(N)=C/C(=O)C(C)(C)C)cc1	-6.9	-6.0	-52.5	-43.2	-10.4	2.2	-2.4	3.4	15.0	-97.8
O=C(CC1NCCNC1=O)Nc1ccccc1 (centres undefined)	-4.1	0.1	20.8	-3.8	-31.5	-0.6	0.6	-1.8	18.0	3.7
NC(=O)c1ccc(NC(=O)c2ccc3c(c2)OCO3)cc1	-1.6	0.5	.	.	-157.1	2.1	-1.9	-7.2	18.9	-138.6
CC1CCc2c(sc(/N=C/c3cccnc3)c2C(N)=O)C1 (centres undefined)	-1.7	-2.5	2.2	1.8	-2.0	0.5	-1.6	0.2	17.7	-102.8
O=C(CNC(=O)c1cccs1)OCC(=O)c1ccc([N+](=O)[O-])cc1	-3.5	0.4	-9.7	-1.1	-32.9	-0.3	3.1	5.6	54.8	-21.6
CCC(C)c1ccccc1NC(=O)CN(C)CCOc1ccc(Cl)cc1 (centres undefined)	1.1	0.6	-16.2	11.4	-12.4	1.5	2.9	2.2	12.1	2.5
Cc1nc2c(ncn2-c2ccccc2)c(=O)n1NC(=O)CN1CCOCC1	-3.4	1.7	-64.2	-56.6*	-31.4	0.1	-3.3	13.4	9.0	9.6
Next compounds follow.
SMILES	IEC-6 tox	HDAC3 inh	HSF1 activator	HSF1 inh	KLF5 inhibitor	HIF act	HSP90 inh	Platelet DG rel	AI-2 QS mod	aSyn UTR inh
CCc1ccc2c(c1)/C(=N/OC)C(=O)N2	-8.7	2.3	8.4	-2.2	-17.9	-0.1	-2.1	-5.2	14.1	2.4
O=C(CN(C1CCCCC1)S(=O)(=O)c1ccc(Br)cc1)NCc1ccncc1	-0.1	1.5	-0.4	-5.7	1.8	-0.7	-0.7	1.7	18.0	6.3
O=C(NC1CCCCCC1)c1cccc(N2CCCC2=O)c1	0.2	0.6	9.4	7.9	-111.0	0.7	4.8	4.1	10.7	-45.3
C/C(=N/NC(=O)c1ccncc1)c1ccc(NC(=O)c2ccc(Cl)cc2Cl)cc1	2.1	.	42.6	16.8	-78.1	2.2	-1.5	11.2	12.3	-184.7
O=C(COC(=O)C1=COCCO1)Nc1ccccc1Oc1ccccc1	-1.0	-1.7	-11.1	-9.1	-23.1	-0.3	-3.0	1.7	23.7	19.0
O=C1/C(=C/c2cccs2)Sc2ccccc21	2.8	.	2.0	2.9	-7.3	.	-1.9	21.7	16.6	-60.0
CCc1ccccc1N(CC)C(=O)CCc1nc(-c2ccc(C)cc2)no1	-4.3	?	11.4	-0.9	21.1	-0.5	0.6	-12.2	0.1	10.7

Three of the compounds above, with values under each structure.
Results follow in this order: IEC-6 tox, HDAC3 inh, HSF1 activator, HSF1 inh, KLF5 inhibitor, HIF act, HSP90 inh, Platelet DG rel, AI-2 QS mod, aSyn UTR inh
- O=C(N/N=C/c1ccc(Br)cc1)c1cc[n+]([O-])cc1
    3.4, 7.3, 0.6, 3.4, -7.7, -0.1, -3.8, -1.4, 7.1, -15.1
- CC12CCC(C(=O)N3CCN(c4ccccc4)CC3)(CC1=O)C2(C)C (centres undefined)
    -4.8, -18.4, 18.2, -1.4, -9.6, -0.3, -3.0, 5.7, 0.9, -1.8
- CC(C)(C)c1ccc(C(=O)NC2CCN(Cc3ccccc3)CC2)cc1
    2.8, 5.3, -5.8, 1.0, -23.0, -0.6, 4.0, -0.1, 19.7, -12.6

Bioassay records: PubChem, several laboratories
